Anthrax LF prot: anthrax lethal factor protease inhibition; 360,000 compounds, 0.12% hits; multiplex microsphere protease cleavage assay, LF; P15917; inhibition, % at 10 µM; further: plate controls were buffer without enzyme for full effect and enzyme alone for no effect
Target sequence (P15917 whole entry, looked up): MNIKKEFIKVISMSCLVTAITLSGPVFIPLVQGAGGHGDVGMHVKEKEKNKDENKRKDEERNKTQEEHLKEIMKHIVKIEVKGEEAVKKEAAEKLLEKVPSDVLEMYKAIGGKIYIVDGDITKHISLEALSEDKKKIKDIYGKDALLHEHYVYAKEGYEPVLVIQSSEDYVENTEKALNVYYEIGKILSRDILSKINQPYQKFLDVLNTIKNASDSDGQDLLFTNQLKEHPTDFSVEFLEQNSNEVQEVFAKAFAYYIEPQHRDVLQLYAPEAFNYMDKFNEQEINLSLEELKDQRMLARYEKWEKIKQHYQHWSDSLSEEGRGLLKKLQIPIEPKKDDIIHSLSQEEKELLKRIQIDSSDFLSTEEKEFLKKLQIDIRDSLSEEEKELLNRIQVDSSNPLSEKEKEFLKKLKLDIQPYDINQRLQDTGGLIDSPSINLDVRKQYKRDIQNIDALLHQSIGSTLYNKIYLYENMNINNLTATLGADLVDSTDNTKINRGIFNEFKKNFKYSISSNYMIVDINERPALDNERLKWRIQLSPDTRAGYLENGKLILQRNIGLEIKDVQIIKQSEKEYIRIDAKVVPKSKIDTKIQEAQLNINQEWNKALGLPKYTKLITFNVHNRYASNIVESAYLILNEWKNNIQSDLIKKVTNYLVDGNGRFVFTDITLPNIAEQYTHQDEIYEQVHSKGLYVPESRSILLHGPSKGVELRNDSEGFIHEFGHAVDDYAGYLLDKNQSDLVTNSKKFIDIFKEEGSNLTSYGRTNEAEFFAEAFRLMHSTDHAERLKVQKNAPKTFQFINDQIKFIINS
BH1578 lux ind: inducers of Vibrio cholerae quorum light production without autoinducers | V. cholerae BH1578 lux reporter, luminescence, 6 h | activation, % at 18.7 µM | 350,000 compounds, 0.16% hits; in the data active means activation mostly above about 9.7%, no sharp cut-off; further: not every result past the cut was called active; inactives centre near 0; reference of the scale not given here
TcdB inh: blocks C. difficile toxin B glycohydrolase activity | P18177 | TcdB glycohydrolase enzymatic assay, plate reader | inhibition, % at 9.99 µM | 350,000 compounds, 0.24% hits; in the data active means inhibition above about 10%
SSB-PriA inh: inhibitors of Klebsiella pneumoniae PriA binding to SSB C-terminal tail. AlphaScreen SSBct-PriA binding, biotinylated peptide. inhibition, % at 33 µM. 430,000 compounds, 0.6% hits. AID 1272365; in the data active means inhibition mostly above about 37%, no sharp cut-off; inactive means mostly below about 20%;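 further: plate controls were negative control peptide for no effect and reference peptide for full effect; strong numbers were not always called active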
Y pestis TopoI: Y. pestis Topo-I inhibition via cleavage products | Y. pestis Topo-I cleavage product accumulation, plate reader | activity, % at 10 µM | 360,000 compounds, 0.064% hits | AID 504884; in the data active means activity above about 50%, passing the limit was not always enough; further: inactives centre near 2
DUSP3 inh: blocks human VHR1 dual specificity phosphatase; 290,000 compounds, 0.52% hits; inhibition, % at 13.3 µM; recombinant VHR phosphatase, pNPP absorbance; P51452; in the data active means inhibition above about 50%; further: some compounds called inactive have numbers as strong as hits
Target sequence (P51452 whole entry, looked up): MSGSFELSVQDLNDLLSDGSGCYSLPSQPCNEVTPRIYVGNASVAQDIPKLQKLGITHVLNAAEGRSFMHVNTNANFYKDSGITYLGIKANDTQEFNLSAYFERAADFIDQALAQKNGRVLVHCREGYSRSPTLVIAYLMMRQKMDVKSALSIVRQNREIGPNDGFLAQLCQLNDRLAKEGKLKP
CCHFV vOTU inh: CCHFV vOTU protease inhibition; Pep-AMC fluorescence; inhibition, % at 11.5 µM; 370,000 compounds, 0.55% hits; in the data active means inhibition above about 30%; further: 0% = vehicle wells with enzyme and 100% = no enzyme wells
BoNT-A LC inh2: blocks Botulinum neurotoxin A light chain protease. multiplex microsphere protease substrate cleavage, flow cytometry. inhibition, % at 10 µM. 360,000 compounds, 0.17% hits; further: plate controls were buffer without enzyme for full effect and enzyme alone for no effect
PfHsp40 rescue: compounds rescuing yeast from Plasmodium falciparum HSP40 toxicity. AID 504582. S. cerevisiae expressing PfHsp40, growth rescue, ATP luminescence. growth rescue, % at 12.5 µM. 340,000 compounds, 0.68% hits; in the data active means growth rescue above about 28%, passing the limit was not always enough;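 further: yeast W303a lacking pdr1 and pdr3 grown in galactose medium; growth measured after three days at 30 °C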
3CLpro inhibitor: SARS-CoV 3CLpro protease inhibition | AID 1706 | 290,000 compounds, 0.14% hits | recombinant SARS-CoV 3CLpro, quenched FRET peptide cleavage | inhibition, % at 6 µM; in the data active means inhibition above about 12%
Numbers without * were called inactive; i = inactive; nt = no result given; & = joins results of further samples. Unless noted, no stated cut-off is given here; in the data, active means inhibition above about 30%; inconclusive means no clear call, values can overlap the other calls; inactive means below that. Only part of the results is shown; the hit share may differ from the screen's.

mol | Anthrax LF prot | BH1578 lux ind | TcdB inh | SSB-PriA inh | Y pestis TopoI | DUSP3 inh | CCHFV vOTU inh | BoNT-A LC inh2 | PfHsp40 rescue | 3CLpro inhibitor
O=C(O)c1cccc(OS(=O)(=O)c2cc(Br)ccc2Br)c1 | 8 | 5.9 | 1.7 | 0 | 11 | nt | 15 | -0.1 | 0.4 | nt
COc1ccc(-c2n[nH]c(=S)n2/N=C/C=C/c2ccccc2OC)cc1 | 1 | -0.2 | 0.2 | nt | -3 | 13 | 7 | 0.5 | 3.0 | 4
CC1(C)C2CCC1(CS(=O)(=O)Nc1cccc(S(N)(=O)=O)c1)C(=O)C2 (stereo unspecified) | 14 | 4.0 | 0.7 | -4 | 2 | 10 | -9 | -3.4 | nt | 4
COc1ccc2c(Cl)c(C(=O)N/N=C/c3c(C)[nH]c4ccccc34)sc2c1 | 22 | -0.3 | nt | nt | -12 | 35 | -1 | 36* | 0.3 | 3
O=C(NCCc1cccs1)c1ccc(CS(=O)Cc2ccc(Cl)cc2)o1 (stereo unspecified) | -2 | -0.3 | 1.0 | -19 | 3 | -2 | 10 | 2.5 | 0.4 | -2
O=C(CNC(=O)c1ccco1)N/N=C/c1ccc(O)cc1O | 1 | 2.0 | -2.9 | nt | 4 | -2 | 10 | 0.9 | 0.7 | 7
CC1CCCN(CCOCCSc2ccccc2)C1 (stereo unspecified) | 0 | -0.3 | 0.5 | 7 | 6 | -8 | 4 | 0.7 | -0.5 | 1
COc1ccc(-c2nc(CSCC(=O)NC3CCCc4ccccc43)c(C)o2)cc1 (stereo unspecified) | 0 | i | nt | -13 | 22 | -14 | 15 | 0.0 | 5.9 | 4
Cc1ccc(S(=O)(=O)Nc2cc(-c3ccccc3)nn2C)cc1Cl | 0 | i | -3.0 | 2 | 5 | 16 | -7 | -1.6 | -0.1 | 14*
COC(=O)Cn1cnc2c(oc3ccccc32)c1=O | 4 | -0.4 | nt | -26 | 4 | 4 | nt | -0.6 | -0.6 | 2
Cc1ccc(S(=O)(=O)NC(Cc2ccccc2)C(=O)NN)cc1 (stereo unspecified) | -2 | i | -3.5 | -6 | -1 | 17 | -4 | -1.5 | 0.4 | 2
CCOC(=O)C1=C(CS(=O)(=O)c2ccc(C)c(C)c2)NC(=O)NC1c1ccc(O)cc1 (stereo unspecified) | -6 | 1.7 | 1.5 | 4 | 7 | 6 | -10 | -1.1 | 0.0 | -1
CC1(C)Cc2c(sc3c2C2=NCCN2C=N3)CS1 | 0 | -0.4 | nt | -23 | 0 | 35 | 0 | 1.6 | 0.2 | 2
O=C(Nc1nc(-c2ccc(F)c(F)c2)cs1)C1=COCCO1 | 9 | i | 1.1 | -6 | -10 | nt | -4 | 1.4 | 3.5 | nt
CCN(CC)c1ccc(NC(=O)CSc2nnc3nc(C)cc(C)n23)cc1 | 1 | -0.9 | nt | 2 | 6 | 3 | 23 | 0.1 | -0.2 | -3
O=C(CN1CCN(S(=O)(=O)c2ccc(Cl)cc2)CC1)NCC1(N2CCOCC2)CCCCC1 | -4 | 0.3 | 0.0 | -1 | 19 | nt | 14 | 0.3 | 0.8 | nt
N#CC1=C(SCC(=O)Nc2ccccc2)NC(=O)CC1c1ccc(O)cc1 (stereo unspecified) | 4 | -0.3 | 1.5 | -7 | -6 | 29 | -3 | -0.7 | 2.8 | 3
CCCCc1nnc(NC(=O)C2CC(=O)N(c3ccc4c(c3)OCCO4)C2)s1 (stereo unspecified) | -1 | i | 1.2 | 2 | 10 | 26 | 5 | 0.4 | -0.3 | -4
Cc1nc(N2CCC(C)CC2)c2c(C)c(C(=O)Nc3ccc(C(F)(F)F)cc3)sc2n1 | -1 | -0.2 | 1.7 | -9 | 19 | -3 | -19 | 0.9 | -1.1 | -4
Cc1ccc(-n2cccn2)c(CN2CCCC(C(=O)c3ccc4c(c3)OCO4)C2)c1 (stereo unspecified) | -7 | i | 0.0 | 6 | 21 | 26 | 0 | -1.9 | -0.3 | -2
CC(=O)Nc1ccc(OCC(=O)NCCc2ccc(Cl)cc2)cc1 | -1 | -0.4 | 2.0 | 0 | -2 | -4 | 2 | -0.5 | -0.4 | 0
CCOC(=O)c1cc2c(=O)c3cc(C)ccc3oc2nc1C | -24 | i | nt | -3 | 3 | 12 | nt | -0.3 | 0.2 | -2
Nc1nc(NCc2cccs2)nn1-c1ccccc1 | -6 | i | nt | -9 | -6 | nt | -3 | -0.6 | 0.1 | 8
COc1ccc(C(=O)c2coc3ccc(O)c(CN4CCCC4)c23)cc1 | -2 | i | -0.5 | 2 | 7 | 11 | 3 | -1.2 | 0.2 | 4
CCOC(=O)c1c(C)[nH]c(C(=O)CSc2nc3ccccc3o2)c1C | -5 | i | nt | -17 | 1 | -2 | 3 | 0.9 | 1.3 | -2
O=C(NCc1cccnc1)c1ccc(COc2ccc3c(c2)CCC3)o1 | -2 | i | 0.0 | 5 | 7 | 8 | 1 | 0.2 | 0.8 | -4
COc1ccc(NC(=O)CNC(=O)Cn2c(C)cc3ccccc3c2=O)c(OC)c1 | -2 | i | -1.0 | -5 | 11 | 9 | 8 | -1.1 | -0.3 | -1
O=C1OC(c2ccccc2)=N/C1=C\C=C\c1ccccc1[N+](=O)[O-] | 6 | -0.3 | -1.6 | 13 | -6 | -8 | 15 | 16 | -0.2 | 4
Cc1ccc(C)c(N2CCN(C(=O)Nc3ccc4c(c3)N(C)C(=O)CS4)CC2)c1 | -2 | 5.6 | -1.1 | 5 | 23 | 16 | 5 | -0.7 | -0.9 | 3
Cc1ccc(C)c(N2CCN(C(=O)Cn3c(=O)[nH]c4ccsc4c3=O)CC2)c1 | -11 | i | nt | -3 | 9 | -5 | -14 | -0.2 | 0.6 | -2
N#C/C(=C\c1ccccc1)C(=O)OCC(=O)N1CCCC1 | -10 | i | 1.1 | -10 | -1 | 13 | -4 | -0.7 | 0.4 | 4
COc1ccccc1CNC(=O)COC(=O)Cc1ccsc1 | 1 | 0.9 | 0.9 | -8 | -1 | 9 | -1 | 0.2 | -0.8 | 4
O=C(O)Cc1sc(Nc2ccc(Cl)cc2)nc1-c1cccs1 | nt | nt | -0.1 | 3 | nt | 18 | 4 | nt | 0.9 | 2
N=c1n(CC(=O)c2ccc([N+](=O)[O-])cc2)c2ccccc2n1Cc1ccc(Cl)cc1 | 0 | -0.1 | nt | 5 | -14 | 22 | -8 | 2.6 | 0.5 | 2
O=C(NC1CC1)C1=C[C@@H](c2coc3ccccc3c2=O)C[C@@H](OCCCCO)O1 | 4 | -2.2 | 1.0&0.3 | -6 | 10 | 11 | -9 | -0.5 | 0.0 | nt
O=C(O)c1ccccc1C(=O)Nc1ccc(-n2nccc2C(F)(F)F)cc1 | nt | i | 1.2 | -4 | -2 | 2 | -14 | nt | -0.2 | 4
Cc1cc(C2=NNC(=NC3CC3)SC2)c(C)n1-c1ccccc1 | -2 | -0.3 | 0.5 | 7 | -3 | 1 | 5 | 0.3 | 0.1 | 5
COc1ccc(/C=N/N2CCN(C)CC2)cc1O | 2 | 4.5 | nt | nt | -3 | 26 | 3 | 0.3 | -1.4 | -7
Nc1c2nc(-c3ccccc3Cl)[nH]c(=O)c2nc(=O)n1-c1ccccc1 | 0 | i | 0.7 | 5 | 21 | 11 | -6 | -6.8 | -1.2 | 0
COc1ccc(C(=O)N/N=C/c2ccc(OC)c(CSc3ccccn3)c2)cc1 | -3 | i | -0.4 | nt | 15 | 4 | 10 | -0.1 | 3.5 | 3
COc1ccc(NC(=O)N(C)C[C@H]2Oc3c(NS(=O)(=O)c4cn(C)cn4)cccc3C(=O)N([C@H](C)CO)C[C@@H]2C)cc1 | 2 | i | -0.2&-9.0 | 2 | 6 | nt | 17 | 0.0 | 0.0 | nt
O=C(Nc1cccc(F)c1)C1CC(=O)N(c2ccc(Cl)cc2)C1 (stereo unspecified) | 4 | i | nt | -14 | 3 | -12 | -9 | 0.4 | 4.2 | -2
Cc1ccc(C(=O)NCCN2C3=NC[C@H](C(C)C)N3C[C@H]2Cc2ccc(O)cc2)cc1Br | 1 | -0.5 | 1.1 | 12 | 14 | 21 | -2 | -0.3 | -0.8 | -2
NS(=O)(=O)c1ccc(N=NN2CCCCC2)cc1 | 1 | i | 1.0 | -6 | -17 | 12 | -1 | 0.1 | 0.3 | 1
O=[N+]([O-])c1ccc(Cl)c(S(=O)(=O)Nc2cccc(-c3ccc(N4CCCC4)nn3)c2)c1 | nt | -0.5 | -1.2 | 19 | 25 | nt | 13 | nt | 0.7 | nt
CCN1CCN(S(=O)(=O)c2cc(OC)c(Cl)cc2OC)CC1 | -3 | -6.7 | 0.7 | -4 | 4 | 9 | 3 | -2.3 | -0.8 | 0
CC/C(=C\C(=O)c1ccncc1)Nc1ccc(Br)cc1 | -2 | i | nt | nt | 24 | 39 | 3 | -0.3 | 0.0 | -3
Cc1[nH]c2ccccc2c1SCCNC(=O)c1ccc(S(=O)(=O)N2CCCC2)cc1 | -7 | -0.2 | -0.1 | 9&2 | 21 | 8 | -8 | -0.6 | -0.5 | 4
CCCC(=O)Nc1ccc(C(=O)Nc2ccc([N+](=O)[O-])cc2OC)cc1 | 6 | -1.0 | 2.1 | 11 | 19 | 1 | -2 | -0.8 | 0.3 | -2
CC(=O)NC1(NC(C)=O)CCN(C)C(c2ccccc2)C1C (stereo unspecified) | 0 | i | nt | -10 | 6 | 19 | 5 | 0.1 | -0.6 | -1
CCOc1cc(N2CCOCC2)c(OCC)cc1NC(=O)CSc1nnc(N)s1 | 2 | i | -7.8 | 5 | 6 | nt | 2 | 0.1 | 0.6 | nt
C=CCSc1nnc(NC(=O)C23CC4CC(CC(NC(C)=O)(C4)C2)C3)s1 | 1 | -1.3 | 0.2 | -8 | 12 | -3 | 6 | 1.3 | 1.4 | -3
COc1ccc(C(=O)Nc2ccc(C)c(S(=O)(=O)N3CCOCC3)c2)cc1S(=O)(=O)N1CCCC1 | -3 | i | 0.2 | -5 | 4 | nt | 18 | -2.5 | -0.3 | nt
COc1cc(/C=N/NS(=O)(=O)c2ccccc2)ccc1OS(=O)(=O)c1ccc(C)cc1 | 1 | -0.4 | 1.0 | nt | 2 | -5 | -11 | -0.1 | -1.2 | 2
COc1ccc(C2CC(c3ccc([N+](=O)[O-])cc3)=NN2C(C)=O)cc1 (stereo unspecified) | 11 | -0.2 | 0.0 | 15 | 7 | 13 | 3 | 0.3 | 1.7 | 2
O=C(NCc1ccccc1)C(Cc1ccccc1)NS(=O)(=O)c1cccc2nsnc12 (stereo unspecified) | 0 | i | nt | -11 | 5 | -36 | -11 | -0.6 | -0.4 | 2
CCOC(=O)c1oc2ccccc2c1COC(=O)CNC(=O)c1cccc(C)c1 | -2 | i | 0.2 | -11 | 3 | 11 | 2 | 1.7 | 0.6 | 0
CCN(CC)S(=O)(=O)c1ccc2c(c1)c(=O)c(C(=O)N1CCc3ccccc3C1)cn2C | 6 | -0.3 | nt | -14 | 15 | -1 | 6 | 3.3 | -0.1 | 0

Look-ups from the results shown.
COc1ccc(C2CC(c3ccc([N+](=O)[O-])cc3)=NN2C(C)=O)cc1 (stereo unspecified) in BH1578 lux ind reads -0.2
Cc1[nH]c2ccccc2c1SCCNC(=O)c1ccc(S(=O)(=O)N2CCCC2)cc1 in TcdB inh reads -0.1

Screening results as filed in PubChem.
